eLon inh: E. coli protease La inhibition | AID 602123 | inhibition, % at 7.94 µM | P0A9M0 | actives 0.42% (n = 360,000) | purified E. coli Lon protease, fluorescence polarization; in the data active = inhibition above about 13%, passing the limit was not always enough;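 note: 0% = enzyme with probe and DMSO and 100% = no enzyme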
bovine MsrA act: bovine methionine sulfoxide reductase A activation | AID 602163 | purified bovine MsrA, absorbance read-out | actives 0.3% (n = 360,000) | activation, % at 10.6 µM; in the data active = activation above about 7.5%;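 note: 0% = vehicle and 100% = reference activator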
SKN-1 inh: C. elegans SKN-1 inhibition | C. elegans VP596 Pgst-4::GFP/RFP ratio, acrylamide-induced, 24 h | inhibition, % at 21.8 µM | actives 0.49% (n = 360,000) | AID 624304;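 active = interference check ratio from 0.5 to 1.5 plus GFP to RFP signal ratio inhibition reaching or exceeding a fixed threshold, cut at about 30% in these data, passing the limit was not always enough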; note: some compounds called inactive have numbers as strong as hits
MsrA inhibitor: inhibitors of bovine MsrA. purified bovine MsrA, absorbance read-out. inhibition, % at 15.5 µM. actives 0.75% (n = 360,000). AID 651718; in the data active = inhibition above about 4.5%;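 note: 0% = vehicle wells with enzyme and 100% = reference inhibitor wells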
Neddyl block: blocks human cullin neddylation. P61081+Q13564. TR-FRET cullin neddylation, biochemical. calls only at 25 µM. actives 0.58% (n = 360,000). AID 651699; in the data active = inhibition above about 36%
Target sequence (P61081 whole entry, looked up): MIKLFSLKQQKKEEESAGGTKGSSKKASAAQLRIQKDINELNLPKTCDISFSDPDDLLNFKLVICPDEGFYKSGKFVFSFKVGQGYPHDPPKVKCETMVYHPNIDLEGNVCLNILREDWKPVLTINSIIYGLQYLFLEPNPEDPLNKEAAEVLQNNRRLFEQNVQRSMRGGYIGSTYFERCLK
Target sequence (Q13564 whole entry, looked up): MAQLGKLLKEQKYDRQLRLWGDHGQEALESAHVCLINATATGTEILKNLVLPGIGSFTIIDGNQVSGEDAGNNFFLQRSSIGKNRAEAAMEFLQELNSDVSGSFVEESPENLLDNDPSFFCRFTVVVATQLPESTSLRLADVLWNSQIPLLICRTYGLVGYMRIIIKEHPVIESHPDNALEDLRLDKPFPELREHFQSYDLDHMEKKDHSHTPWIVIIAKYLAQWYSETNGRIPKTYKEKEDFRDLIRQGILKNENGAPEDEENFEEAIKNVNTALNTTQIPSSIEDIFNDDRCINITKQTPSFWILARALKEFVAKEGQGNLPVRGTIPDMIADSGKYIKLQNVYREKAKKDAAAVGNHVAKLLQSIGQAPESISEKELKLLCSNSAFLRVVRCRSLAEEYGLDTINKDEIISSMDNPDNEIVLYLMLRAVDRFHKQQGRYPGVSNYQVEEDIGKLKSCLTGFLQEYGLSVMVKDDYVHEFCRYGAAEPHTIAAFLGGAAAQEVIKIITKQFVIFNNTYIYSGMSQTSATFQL
FAS TE block: blocks the thioesterase domain of human fatty acid synthase; inhibition, % at 15 µM; P49327; recombinant FAS-TE, OMFH fluorogenic substrate, fluorescence endpoint; actives 0.67% (n = 360,000);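 active = compounds whose normalised, plate-corrected inhibition of enzyme fluorescence in the single-dose primary screen is 50% or more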;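 note: 0% = DMSO with enzyme and 100% = substrate without enzyme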
CendR NRP1 mod: modulators of CendR peptide binding to human neuropilin-1; O14786; FAM-RPARPAR peptide binding to NRP-1, fluorescence polarization; inhibition, % at 25 µM; actives 0.85% (n = 360,000); AID 602438;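 active = inhibition or corrected inhibition above about 18%, plus a signal ratio from 0.5 to 1.5, limit read from the data, passing the limit was not always enough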; note: strong numbers were not always called active
Rin1 Abl inh: inhibitors of human Rin1-Abl protein interaction | inhibition, % at 7.35 µM | actives 0.4% (n = 360,000) | AID 588664 | P00519+Q13671 | TR-FRET Rin1/Abl binding, biochemical; in the data active = inhibition above about 5%, passing the limit was not always enough
MT1-MMP act inh: inhibitors of human MT1-MMP activation | P50281 | GFP/RFP ratio change, % at 20 µM | AID 651647 | actives 0.061% (n = 360,000) | HT1080 RFP-PRO-GFP cells, GFP/RFP ratio fluorescence, overnight; percent of plate control window, DMSO zero;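 active = GFP/RFP ratio change of at least 30% with cell ATP level not reduced by more than half and red fluorescence within 50% of control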; note: strong numbers were not always called active
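Test system: HT1080 cells expressing an RFP-PRO-GFP fluorescent reporter construct / Compound dosing: single-point 20 µM compound, 1% DMSO / Schedule: cells overnight before dosing, compound overnight, 37 °C, 5% CO2 / Evaluation: GFP/RFP fluorescence ratio / Control set: DMSO and RFP-L50D-GFP cell wells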
The depositor's hits bear a star; i = inactive; . = not tested or not shown.

Results follow in this order: Rin1 Abl inh, SKN-1 inh, eLon inh, CendR NRP1 mod, MsrA inhibitor, bovine MsrA act, MT1-MMP act inh, Neddyl block, FAS TE block
- COc1ccc(C(=O)N(C)[C@H]2C[C@H]3c4[nH]c5ccccc5c4CCN3C[C@H]2[C@H](C)O)cc1
→ 2.0, 2.1, -1.9, -16.1, 2.1, -4.6, -0.7, i, -2.2
- COc1ccc(NC(=O)c2cccc3c(-c4cnn(C)c4)coc23)cc1
→ 2.5, 21.1, -5.8, -16.8, 1.3, -0.2, 1.8, i, 5.7
- COc1cnc(N(C)C)nc1Sc1cccc(Cl)c1
→ -1.2, 17.2, -6.8, 11.9, 2.0, -10.3, 6.5, ., 15.2
- CC1=NOC(=O)/C1=C\c1ccc(-c2cccc(Cl)c2)o1
→ -1.0, -0.7, -12.2, -103.5, ., 1.0, -7.2, i, -8.2
- CCOc1ccc(NC(=O)c2ccc(NC(=O)Cc3n[nH]c(=O)c4ccccc34)cc2)cc1
→ 2.4, -4.3, 7.0, -10.7, 0.2, -2.8, -2.8, i, -8.2
- CCC(C(=O)Nc1ccc(C)cc1)c1ccccc1 (stereo not drawn)
→ 3.1, 3.6, -1.1, 7.6, 0.0, -2.3, 6.5, i, 1.2
- O=C(NC1CC1)c1ccc2c3c(cccc13)CC2
→ -0.6, 2.0, -1.0, 1.5, -1.4, -1.6, -1.0, i, -1.8
- COc1ccc(N2CCN(C(=O)c3ccc4c(c3)CCN4S(=O)(=O)c3ccccc3)CC2)cc1
→ 4.6, 13.5, 0.3, 10.2, 0.8, -2.3, 3.0, i, 18.2
- O=C(NCc1ccccc1)c1cc2nc(C3CC3)cc(C(F)(F)F)n2n1
→ 1.2, 13.0, 0.2, -11.6, 2.0, -1.1, 1.4, i, 10.5
- COc1ccc([N+](=O)[O-])c(OC)c1C(=O)NC(=O)Nc1c(F)c(F)c(F)c(F)c1F
→ 2.0, 4.1, 8.7, 3.8, 1.3, -10.3, -1.5, i, 13.1
- COc1ccc(C(=O)NCc2nnc(SCC(=O)Nc3ccccc3OC)n2C)cc1
→ 4.7, 0.5, 2.8, -7.5, 1.1, -0.8, 3.6, i, -3.8
- Cc1noc(C)c1-c1nc(CS(=O)(=O)c2ccc(F)cc2)no1
→ -0.5, 8.6, -0.2, -3.3, -1.0, -3.3, -0.8, i, -4.4
- CC(=O)Nc1ccc(S(=O)(=O)N2CCN(C3CCCCCCC3)CC2)cc1
→ 1.1, 3.2, -2.7, -0.7, 1.1, -7.1, 4.1, i, 26.5
- COc1ccc(NS(=O)(=O)c2ccc(NC(=S)NC(=O)C(C)C)cc2)cc1
→ -1.0, 19.8, 6.6, -6.2, 1.2, 0.2, -2.0, i, 14.8
- COc1ccc(OC)c(NC(=O)N2CCc3ccccc3C2)c1
→ 3.7, 5.2, -4.7, 3.4, -1.6, -1.4, -0.1, i, 3.1
- c1cc(-c2cc3cc4c(cc3cn2)OCO4)cs1
→ -1.1, 22.2, -10.1, 4.7, 0.2, 2.5, 6.6, i, 3.9
- CC1CCCN(c2ccc(C(=O)Nc3cccnc3)cc2[N+](=O)[O-])C1 (stereo not drawn)
→ -3.1, 11.6, 1.8, 7.0, 0.6, -1.4, -0.4, i, 4.9
- NC1=NC(=O)/C(=C\c2cc([N+](=O)[O-])ccc2Cl)S1
→ -1.3, 3.4, 3.9, 6.7, 3.2, -12.0, 6.7, i, 10.7
- Cc1nc(NC(C)C)c2oc3ccccc3c2n1
→ 2.4, 19.2, -2.1, 0.7, -0.2, 0.9, 1.8, i, 0.5
- Cc1ccc(C(=O)OCc2nnc(-c3ccccc3)o2)o1
→ 1.4, -35.1, -2.5, 11.3, 0.9, -2.5, 1.6, i, 0.3
- O=C(N/N=C/c1c(O)n(-c2ccc(Cl)cn2)c(=O)c2ccccc12)C1CC1
→ -1.0, -3.6, -25.6, -36.3, 2.9, -2.9, 0.6, i, -10.4
- O=C(COC(=O)Cc1ccc(Cl)cc1Cl)NCCC1=CCCCC1
→ 1.8, -21.1, 4.1, -11.5, 0.6, -8.9, -1.9, i, -6.6
- O=C(COc1ccccc1)NC1C(=O)N2C(C(=O)O)=C(Cl)CSC12 (stereo not drawn)
→ 5.5, 2.6, 7.9, -10.2, -0.5, -5.9, -3.1, i, -3.6
- O=C(O)c1cc(Br)ccc1NN=C1CCCCC1
→ -3.5, 5.4, -13.8, -12.0, 1.1, -7.8, 2.2, i, -6.7
- COc1ccc(Cc2nnc(N/N=C(\C)c3ccccc3)[nH]c2=O)cc1OC
→ -4.1, 3.6, 1.1, -3.3, 2.4, -3.5, -2.9, i, -7.6
- Cn1c(=O)c2[nH]c(=O)[nH]c2n(C)c1=O
→ -2.3, -7.0, -3.4, -4.5, 0.5, 0.2, 9.2, i, -2.8
- Fc1ccc(OCCCCCn2ccnc2)cc1
→ -0.6, 5.5, 1.5, 11.3, 1.1, -3.0, 1.1, i, -3.4
- CC(Oc1ccc2c(c1)oc(=O)c1ccccc12)C(=O)NCC1CCC(C(=O)O)CC1 (stereo not drawn)
→ -1.4, -24.3, 8.2, 6.8, 0.9, -6.8, -3.7, ., -5.5
- COCCN1C(=O)N[C@@H](CCc2ccccc2)[C@H](C(=O)OC)[C@H]1C
→ -1.2, 8.2, -8.0, 8.5, 0.7, 0.3, 4.1, i, -5.7
- CCCCc1cc(=O)oc2cc(C)cc(OCC(=O)NCCN3CCOCC3)c12
→ -1.5, -3.1, -0.6, 0.8, 0.5, -7.7, 0.7, ., 4.6
- CCN(CC)CCn1c2c(c(SCC(=O)Nc3cc(C)ccc3C)nc1=O)CCC2
→ 2.4, 18.1, 0.2, -2.2, 1.1, 0.7, -2.2, i, -4.5
- CCCNC(=O)c1ccc(N2CCC3(CC2)CC(c2cccc(Br)c2)=NO3)c(NC(=O)c2cccc(OC)c2)c1
→ 0.3, -0.5, 2.9, -11.5, 3.2, -0.4, 3.5, i, 17.7
- Cc1ccc(-n2nnc(-c3ccnc4ccccc34)n2)cc1
→ -1.2, -4.4, -2.9, 3.3, -0.9, -2.1, -5.0, i, 2.3
- CCOC(=O)C1(CCOC)CCN(Cc2ccc(C3CCCCO3)s2)CC1 (stereo not drawn)
→ 4.7, -7.4, -2.8, -5.4, -1.4, -0.4, -4.6, i, 0.3
- COc1ccc2c(CC(=O)Nc3ccc4nc(N5CCOCC5)sc4c3)coc2c1
→ 1.6, 15.1, 0.1, -10.8, -0.9, -1.0, -0.7, i, 5.1
- O=C(Nc1ccc(Br)cc1)c1ccc(F)c(S(=O)(=O)NCc2cccs2)c1
→ -5.5, 1.2, -2.2, -1.2, 0.4, -2.0, -0.8, i, 26.8
- Cc1ccc(C(=O)NCC(=O)Nc2ccc(F)c(F)c2F)cc1
→ 1.9, 18.7, -1.1, 14.6, 0.6, -0.4, -0.1, i, 27.6
- CC1(C)CC(=O)C=C(NCC(O)c2ccccc2)C1 (stereo not drawn)
→ -1.6, -1.6, -4.0, -0.4, 1.5, 0.5, 2.1, i, -7.0
- CC(C)CC(OC(=O)c1ccco1)C(=O)NC1CCCC1 (stereo not drawn)
→ 2.4, 14.6, 8.2, -34.3, -1.3, -7.6, -2.8, i, -3.9
- CCOc1ccc(-c2nc(-c3ccc(OC)cc3)no2)cc1OCC
→ 2.5, 18.3, -2.0, -1.6, -0.4, 7.9*, -3.7, i, 25.9
- COc1ccc(C2CC(c3ccccc3)=NN2S(=O)(=O)c2ccccc2)cc1 (stereo not drawn)
→ -3.0, 30.4, -17.6, -193.6, 3.8, -5.0, -11.4, i, 6.3
- COc1ccccc1CN1CC(C(=O)NCCN(C)CCc2ccccc2)CCC1=O (stereo not drawn)
→ -0.9, -7.2, -1.3, -1.3, 0.0, -5.2, -1.1, i, -6.8
- CCOc1ccccc1-c1nnc(SCC(=O)NC2(C#N)CCCC2)o1
→ 2.0, -8.0, -3.0, 7.8, 0.2, -3.1, -1.5, i, -4.2
- O=C(NC1CCCCC1)C1CC(=O)N(CCc2ccc(F)cc2)C1 (stereo not drawn)
→ 0.2, 4.5, -5.7, 8.4, 1.5, -0.8, -2.7, i, -5.3
- O=C(c1ccc2c3n(nc2c1)-c1ccccc1CO3)N1CCCCC1
→ -1.3, 20.2, -1.3, 0.0, 0.4, -4.2, 2.2, i, 36.2
- CN(C)c1ccc(C(CNS(=O)(=O)c2ccc([N+](=O)[O-])cc2)N2CCOCC2)cc1 (stereo not drawn)
→ -1.1, 14.8, -5.0, -1.3, -0.2, 2.8, 2.6, i, 8.4
- COc1cc(/C=N/S(=O)(=O)CCc2ccccc2)ccc1O
→ 2.0, -4.5, -0.7, -0.2, 4.0, -2.7, 4.4, i, -8.0
- Cc1nnc(SCc2cccc3ccccc23)n(N)c1=O
→ -1.4, 6.4, -2.7, 10.5, 1.0, -3.8, 4.4, i, -0.6
- CCN(CC(=O)Nc1ccc2c(c1)OCCO2)Cc1nc2cc(Cl)ccc2c(=O)[nH]1
→ 2.2, -24.0, -7.7, -1.1, -0.8, -1.2, -7.4, i, 3.6
- CSc1cccc(NC(=O)CN2C(=O)c3ccccc3S2(=O)=O)c1
→ 2.0, -3.6, -4.1, 1.4, -0.5, 3.4, -1.8, i, 1.8
- COc1ccc(N2CCN(C(=O)c3cc(S(=O)(=O)N4CCCCCC4)ccc3OC)CC2)cc1
→ -3.0, 8.9, 6.0, 9.4, -1.9, -0.9, -8.5, i, 17.1
- O=C(NCCCN1CCOCC1)c1cc2c(=O)[nH]c3ccccc3c2s1
→ -5.9, 11.5, -20.1, -6.8, 5.3*, -2.6, 6.2, ., -2.7
- C=CCn1c(SCC(=O)Nc2sc(C)c(C)c2C(=O)OCC)nnc1-c1sc(N)nc1C
→ -0.2, 1.4, -4.5, 11.8, 0.4, -5.6, -0.4, i, 3.6
- CCOc1ccc(CCNC(=O)COC(=O)C2CC2)cc1OCC
→ 2.3, 9.7, -3.8, -0.2, -1.5, -3.2, 1.9, i, -4.5
- CC(C)CCN1C(=O)c2ccc(C(=O)Nc3cc(C(=O)O)cc(C(=O)O)c3)cc2C1=O
→ 1.6, 2.7, -9.7, -8.8, 0.9, -3.5, -4.4, i, 13.3
- O=C(CSc1nc(O)c(-c2ccccc2)c(=O)[nH]1)N1CCOCC1
→ -1.8, 0.5, -4.6, -6.3, -0.8, 1.1, -1.6, i, -3.2
- Cc1ccc(NC(=O)COC(=O)c2ccc3c(c2)OCCO3)cc1S(=O)(=O)N1CCOCC1
→ -1.0, 1.3, -8.9, -0.5, 2.2, -1.3, 7.6, i, 10.4
- CC(C)C(=O)NC(C)C(c1cccs1)N1CCN(c2ccccc2)CC1 (stereo not drawn)
→ 0.0, 3.4, -9.7, 9.7, 0.6, -15.0, 4.9, i, -4.7
- CN(C(=O)C1CCCCN1S(=O)(=O)c1ccccc1)c1ccccc1 (stereo not drawn)
→ 2.5, 17.4, 3.1, 11.9, 0.7, -3.2, 7.8, i, -2.1
- Cc1cc(C)c(C)c(S(=O)(=O)NCCCn2ccnc2)c1C
→ -0.8, 13.6, -2.8, 17.4, 1.5, -2.4, 0.2, i, -3.2
- O=C(NCc1ccccc1F)C1CCCN1S(=O)(=O)c1ccc(Cl)cc1 (stereo not drawn)
→ 2.2, 17.1, 5.5, -3.2, 0.3, 2.1, 0.9, i, -0.7
- C/C(=N/NC(=O)CN1CCN(S(=O)(=O)c2ccc(C)cc2)CC1)c1cccc(O)c1
→ -0.9, 3.9, 5.7, -11.3, -1.4, -0.1, 2.8, i, 1.9
- CCS(=O)(=O)Nc1cc(OC)c(OC)cc1Cc1nccc2cc(OC)c(OC)cc12
→ -4.2, 5.5, -4.7, -4.6, -0.2, 1.9, 9.9, i, -8.3

MsrA inhibitor, hit marks shown above.
| Structure | Rin1 Abl inh | SKN-1 inh | eLon inh | CendR NRP1 mod | MsrA inhibitor | bovine MsrA act | MT1-MMP act inh | Neddyl block |
| --- | --- | --- | --- | --- | --- | --- | --- | --- |
| O=C(NCCCN1CCOCC1)c1cc2c(=O)[nH]c3ccccc3c2s1 | -5.9 | 11.5 | -20.1 | -6.8 | 5.3* | -2.6 | 6.2 | . |

Screens: PubChem BioAssay, several laboratories

Random draw from the library. Share with any hit: about 4.2%.
